USP2a block: blocks human ubiquitin-specific protease USP2a | O75604 | USP2 core, Ub-CHOP2 coupled fluorogenic reporter, 485/531 | Potency, µM (titrated, usually from 38.3 µM), inactives show at the highest dose activity change, negative = inhibition, hits mostly inhibitors | 0.01% of 330,000 active | AID 463254;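 further: potency means the concentration at half of the fitted maximal effect; plate controls were DMSO wells for no effect and full inhibition by NEM control for full effect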
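Cell-free coupled assay: 10nM USP2 core preincubated 30min RT with compound in Tris-HCl pH 8.0/CaCl2/CHAPS buffer, then 25nM Ub-CHOP2 and 25nM reporter substrate; fluorescence (Ex 485/Em 531) read after 60min RT, normalized to NEM inhibition, concentration-response curves fitted.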
a7 integrin act: activators of alpha7 integrin expression for muscular dystrophy. alpha7betagal myoblasts, beta-gal FDG fluorescence, 48 h. Potency, µM (highest dose often 38.3 µM), inactives show at the highest dose activation, usual class: activators. 0.064% of 350,000 active. AID 624291;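 further: potency means the concentration at half of the fitted maximal effect; 100% = response of the positive control SU9516; nearly all actives have a fitted effect of over 60% in size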
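Alpha7betagal+/- myoblasts (passage 13) were plated 16-24 hr, then exposed to compounds (1:260 dilution of DMSO stock) for 48 hours at 37C. After MPER lysis, β-galactosidase reporter activity was read as FDG fluorescence (ex 480/em 540) after 30 minutes.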
TSG101-PTAP inh: blocks PTAP/TSG101 interaction to inhibit HIV-1 budding; Q99816; Fluorescence polarization, FITC-PTAP peptide / Tsg101 binding; Potency, µM (doses to about 115 µM), without a hit: at the highest dose activity change, negative = inhibition, usual class: inhibitors; 340,000 tested, under 10 active; active means well fitted inhibition curve with a large enough effect in the main read-out, with a control signal flat, not every such curve was filed as active; inconclusive means small, poorly fitted or top-dose-only effect, or effect the other way, or a change in a side signal; inactive means no such curve, though single readings can be large or run the other way; further: potency means the concentration at half of the fitted maximal effect; % of control where 0% means no effect
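Tsg101 binding domain (10 uM final) was mixed with compound and a FITC-labeled PTAP peptide (50 nM final) in HEPES pH 7.5 buffer with NaCl, Tween 20, EDTA and TCEP; fluorescence polarization was read after 20 min at r.t.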
ELG1 genotox: induces genotoxicity in HEK293T cells with luciferase-tagged ELG1; HEK293T ELG1-luciferase reporter, luminescence, 16 h; Potency, µM (titrated, usually from 46 µM), without a hit: at the highest dose activity change, positive = activation, most hits filed as activators; 1.3% of 330,000 active; further: potency means the concentration at half of the fitted maximal effect; % of control where 0% means no effect; nearly all actives have a fitted effect of over 60% in size
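Step 1: seed 2,000 HEK293T ELG1-luciferase cells per well. Step 2: add compound or DMSO, incubate 16 hr at 37 °C. Step 3: ONE-Glo, 30 min at room temperature, read luminescence.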
B2AR arrestin: beta2AR (human) beta-arrestin recruitment activity; P07550; beta-arrestin recruitment to beta2AR, cell-based reporter; Potency, µM (doses to about 46.1 µM), for inactives: at the highest dose activation, most hits filed as activators; 0.02% of 330,000 active; AID 492947;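 further: potency means the concentration at half of the fitted maximal effect; 0% = DMSO controls and full agonism = EC100 isoproterenol or metaproterenol; nearly all actives have a fitted effect of over 65% in size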
Eya2 phos inh: inhibitors of human Eya2 phosphatase activity; Potency, µM (doses to about 76.9 µM), for the others: at the top dose activity, negative = inhibition, hits mostly inhibitors; O00167; recombinant Eya2, OMFP fluorescence dephosphorylation (OMFP is methylfluorescein phosphate); 0.006% of 330,000 active; further: potency means the concentration at half of the fitted maximal effect; on the % scale 0 is the no-effect control and ±100 the full control effect
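Eya2 (0.2 uM) preincubated 10 min at ambient with compound, then OMFP substrate added at 50 uM; 10 min reaction in 50 mM HEPES pH 7.5, 50 mM NaCl, 5 uM MgCl2, 0.05% BSA, 1 mM DTT. Fluorescence read at Ex 485/Em 525 nm.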
p53 reactivation: mutant p53 re-activation in reporter cells. H1299 p53-A138V BP100-luciferase reporter, luminescence, 24 h. Potency, µM (highest dose often 92.2 µM), without a hit: at the top dose activity change, positive = activation, actives largely listed as activators. 0.063% of 320,000 active. AID 504706; further: potency means the concentration at half of the fitted maximal effect; % of control where 0% means no effect; nearly all actives have a fitted effect of over 45% in size
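H1299 (p53-null), stable ts p53-A138V + BP100-Luc; 1000 cells/well, Opti-MEM/10% FBS; cpd 4 pt, 1:5; 24 h, 37 deg C, 5% CO2; detection reagent 10 min RT; luminescence.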
uPA generation: inhibitors of cell surface uPA generation; cell surface uPA generation assay, qHTS; Potency, µM (top dose mostly 38.3 µM), for inactives: at the top dose activity change, negative = inhibition, most hits filed as inhibitors; 0.31% of 330,000 active; active means well fitted inhibition curve with a large enough effect; inconclusive means small, poorly fitted or top-dose-only effect; inactive means no such curve, though single readings can be large or run the other way; tested in mouse RAW 264.7 cells; further: potency means the concentration at half of the fitted maximal effect; on the % scale 0 is the no-effect control and ±100 the full control effect; nearly all actives have a fitted effect of over 55% in size
TRPV1 ag: human TRPV1 agonism. Q8NER1. TRPV1-expressing cells, Fluo-8 calcium influx, agonist mode. activation, % at 8.33 µM. 0.19% of 320,000 active. AID 540275; in the data active means activation above about 80%; inconclusive means between about 30% and that limit; further: 0% is about no effect
Target sequence (Q8NER1 whole entry, looked up): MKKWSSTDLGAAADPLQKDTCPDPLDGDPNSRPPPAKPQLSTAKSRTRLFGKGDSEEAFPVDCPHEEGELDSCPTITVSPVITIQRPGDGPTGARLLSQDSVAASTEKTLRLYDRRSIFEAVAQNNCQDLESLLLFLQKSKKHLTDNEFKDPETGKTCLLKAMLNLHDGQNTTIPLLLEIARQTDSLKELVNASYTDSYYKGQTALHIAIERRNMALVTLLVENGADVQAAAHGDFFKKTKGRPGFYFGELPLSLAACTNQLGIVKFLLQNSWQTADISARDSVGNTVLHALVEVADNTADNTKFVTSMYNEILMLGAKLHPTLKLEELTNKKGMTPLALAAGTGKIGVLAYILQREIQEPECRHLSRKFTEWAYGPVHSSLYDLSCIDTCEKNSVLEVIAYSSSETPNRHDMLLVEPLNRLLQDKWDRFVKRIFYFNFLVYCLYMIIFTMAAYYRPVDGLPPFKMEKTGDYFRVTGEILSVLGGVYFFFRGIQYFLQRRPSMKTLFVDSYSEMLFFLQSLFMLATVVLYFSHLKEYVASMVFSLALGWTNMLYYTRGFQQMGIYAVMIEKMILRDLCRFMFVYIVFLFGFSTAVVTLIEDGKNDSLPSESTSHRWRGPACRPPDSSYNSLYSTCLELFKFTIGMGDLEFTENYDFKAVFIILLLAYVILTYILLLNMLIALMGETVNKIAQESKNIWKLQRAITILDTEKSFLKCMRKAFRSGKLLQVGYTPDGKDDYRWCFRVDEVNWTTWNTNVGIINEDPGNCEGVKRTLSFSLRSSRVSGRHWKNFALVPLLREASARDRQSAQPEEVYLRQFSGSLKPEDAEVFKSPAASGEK
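Cells expressing TRPV1 were dye-loaded with Fluo-8 and read kinetically: 10 s baseline, 3 min after compound (agonist portion), then 2 min after EC20 capsaicin (allosteric enhancer portion). Calcium-bound dye fluorescence at 480/520 nm.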
BRCA1 expr up: increases BRCA1 expression | Potency, µM (top dose mostly 46.1 µM), for inactives: at the top dose activation, hits mostly activators | MCF7-BRCA1-FFLuc reporter, luminescence, 48 h; response scale: scaled: vehicle 0%, 10 µM genistein 100% | 1.1% of 380,000 active; further: potency means the concentration at half of the fitted maximal effect; nearly all actives have a fitted effect of over 80% in size; some results filed as inactive show a strong effect at the top dose
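Luminescence from a BRCA1-driven firefly luciferase in MCF7 cells was read after 48 h compound exposure at 37 C. Data normalized against DMSO and a 10microM genistein activation control, then curve-fitted across the titration.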
S-ASM inh: blocks human secretory acid sphingomyelinase; P17405; Potency, µM (top dose mostly 57.5 µM), for inactives: at the top dose activity change, negative = inhibition, hits mostly inhibitors; 0.006% of 340,000 active; placental ASM, HMU-PC fluorogenic substrate, 60 min; further: potency means the concentration at half of the fitted maximal effect
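Human placenta-derived ASM enzyme was preincubated with compound for 10 minutes at room temperature, then given fluorogenic substrate HMU-PC0 (9 uM final) for 60 minutes at 37 °C; a pH 10 stop preceded fluorescence reading at Ex 386/Em 447 nm.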
* hit, by the source's call; ? = inconclusive; · = no result given; [ ] = dose if it differs, or a comment. Unless noted, the call rests on the fitted dose curve; in most records, active means well fitted curve in the direction sought with a large enough effect; inconclusive means small, poorly fitted or top-dose-only effect, or another doubt; inactive means no such curve, though single readings can be large; an effect the other way counts as inactive or inconclusive.

Structure	USP2a block	a7 integrin act	TSG101-PTAP inh	ELG1 genotox	B2AR arrestin	Eya2 phos inh	p53 reactivation	uPA generation	TRPV1 ag	BRCA1 expr up	S-ASM inh
CCCCCCN(C(=O)CCCN1C(=O)NC(c2ccc([N+](=O)[O-])cc2)C(C(=O)OCc2ccccc2)=C1C)C(C)C(=O)NCCCC (stereo not given)	-15.6%	-15.2%	-5.3%	-1.7%	-0.2%	-5.7%	3.8%	?	·	-64.4%	-4.7%
COc1ccc(-c2nc3c4ccccc4ccn3c2CN2CCCCC2)cc1OC	0.7%	9.8%	0.4%	8.7%	-0.4%	-9.8%	1.0%	?	14.5	-43.7%	1.3%
Cc1c(CCC(=O)N2CCC(C(=O)O)CC2)c(=O)oc2cc3oc4c(c3cc12)CCCC4	-1.9%	-2.2%	-2.3%	0.0%	-0.2%	-16.2%	1.6%	5.7%	0.5	-6.6%	93.8%[activator]
CCCCn1c(N)c(N(CCOC)C(=O)c2cc3c(s2)CCCCC3)c(=O)[nH]c1=O	3.7%	-1.4%	-1.7%	6.0%	0.0%	-13.4%	-2.7%	-0.5%	0.3	8.8%	3.3%
COc1ccc(C2CC(c3ccc([N+](=O)[O-])cc3)=NN2C(=O)c2ccccc2)cc1OC (stereo not given)	0.4%	-9.4%	-2.2%	-7.9%	0.5%	-8.4%	-4.7%	-17.0%	0.8	-50.7%	-18.1%
CCCCn1c(N)c(N(CC)C(=O)c2ccc(-c3ccc(Cl)cc3)o2)c(=O)[nH]c1=O	-1.9%	12.3%	0.2%	-0.2%	0.5%	3.2%	-0.2%	-7.9%	-1.5	-1.0%	18.2%
CNC(=S)N/N=C/c1ccccc1Cl	3.7%	4.6%	0.4%	3.9%	8.9%	-0.2%	8.6%	-9.3%	-6.9	36.0%	-2.2%
CC(OC(=O)c1ccco1)C(=O)Nc1ncc(Cl)cc1Cl (stereo not given)	1.2%	-5.5%	-7.5%	-1.6%	0.0%	-8.1%	-3.4%	1.8%	1.6	-10.6%	8.3%
CCOC(=O)CC1=NC(=O)CS1	2.7%	4.3%	-5.1%	1.0%	0.5%	-14.5%	-0.2%	-4.4%	-4.2	23.5%	1.3%
Cc1ccccc1NS(=O)(=O)c1cc(C(=O)Nc2ccccc2-c2ccccc2)ccc1Cl	2.5%	-9.4%	-6.7%	-10.9%	0.5%	-26.5%	-4.6%	-4.0%	10.0	-37.5%	-4.5%

Continuation.
Structure	USP2a block	a7 integrin act	TSG101-PTAP inh	ELG1 genotox	B2AR arrestin	Eya2 phos inh	p53 reactivation	uPA generation	TRPV1 ag	BRCA1 expr up	S-ASM inh
CC(=NNC(=S)Nc1cccc(C)c1)c1ccccn1	·	-15.4%	-0.9%	·	·	·	·	-10.9%	·	?	-3.1%
Cc1ccccc1OCC(=O)NN1Cc2ccccc2C1=N	5.4%	3.4%	0.7%	6.9%	-0.2%	12.5%	-0.6%	5.5%	-1.7	1.4%	0.9%
CC(C)NC(=S)NCc1cccs1	0.7%	?	-8.5%	1.3%	2.8%	-0.8%	-3.9%	-0.3%	4.5	11.0%	5.1%
COC(=O)C1=C(C)NC2=C(C(=O)C(C(=O)OC)C(c3ccc(OC)cc3)C2)C1c1ccccn1 (stereo not given)	2.8%	15.9%	0.3%	0.2%	-0.6%	8.5%	11.9%	-0.6%	-5.7	10.6%	·
Cc1c(CCNC=O)cc(C)c2c3c(oc12)CCCC3	·	7.2%	-0.4%	·	·	·	·	4.9%	·	10µM*	-2.4%
CCc1nnc(NC(=O)CSc2ccc(-c3cccs3)nn2)s1	-0.2%	-0.6%	-11.2%	-14.4%	-0.3%	2.7%	-3.4%	-2.4%	7.2	-7.1%	3.0%
COc1ccc([C@@H]2CC=C(C(=O)O)CN2S(=O)(=O)c2ccc(Cl)cc2)cc1	-2.2%	-0.3%	-4.7%	-2.7%	-0.8%	11.1%	0.5%	-0.4%	0.4	0.0%	9.3%
Cc1csc(NC(=O)C(C)N2C(=O)c3ccccc3S2(=O)=O)n1 (stereo not given)	-2.2%	32.0%	-0.4%	0.0%	0.1%	0.9%	15.2%	0.7%	-0.1	-7.8%	2.2%
COC(=O)c1ccccc1NC(=O)COc1ccccc1	-0.1%	-0.8%	·	15.7%	0.2%	5.0%[15.4 µM]	28.3%	-19.1%	17.5	-29.2%	-0.6%
Cc1ccc(-c2cc(C(F)F)n3ncc(C(=O)Nc4c(C)nn(Cc5ccccc5Cl)c4C)c3n2)cc1	3.9%	-50.0%[inhibitor]	-7.0%	-11.1%	-0.3%	5.1%	-3.8%	8.6%	20.3	-72.8%	-10.5%

Continuation:
Structure	USP2a block	a7 integrin act	TSG101-PTAP inh	ELG1 genotox	B2AR arrestin	Eya2 phos inh	p53 reactivation	uPA generation	TRPV1 ag	BRCA1 expr up	S-ASM inh
Nc1cc(=O)[nH]c(=O)n1CCc1ccccc1	-1.0%	2.5%	-3.7%	0.8%	-0.1%	14.8%	7.5%	10.4%	3.5	-15.3%	2.5%
CCOC(=O)c1ccc(N2Cc3ccccc3C2)cc1O	-1.0%	0.8%	-6.7%	?	0.0%	-7.9%	21.3%	3.6%	1.9	12.6µM*	-2.2%
CCOC(=O)N1CCN(C(=O)c2ccc3c(=O)n4c(nc3c2)CCCCC4)CC1	1.8%	-19.7%	-1.9%	-1.4%	-0.1%	-1.1%	-5.8%	-0.4%	-5.4	-16.4%	0.4%
COc1ccc(C2CC(c3ccc4ccccc4c3OC(C)=O)=NN2C(C)=O)cc1 (stereo not given)	0.1%	-20.3%	-2.2%	?	0.5%	?	?	-10.7%	5.8	0.6%	-7.2%
O=C(CSc1nnc(-c2c[nH]c3ccccc23)o1)NCC1CCCO1 (stereo not given)	0.5%	24.7%	-0.9%	2.0%	-0.3%	14.9%	20.4%	1.5%	-4.7	-2.4%	0.9%
Cc1cc(NS(=O)(=O)c2ccccc2)c(C)c(Cl)c1O	-0.2%	-5.6%	-4.1%	-9.3%	0.2%	3.5%	-26.6%	-4.5%	7.3	-21.2%	-1.6%
CCC(C)(C)n1nnnc1C(c1cc2ccc(OC)cc2[nH]c1=O)N1CCc2ccccc21 (stereo not given)	-21.3%	16.7%	-1.0%	-13.8%	-0.7%	7.4%	0.6%	·	1.4	-35.8%	-6.2%
Cc1cc(C)n(C(=O)c2ccc(NC(=O)C3CC3)cc2)n1	1.8%	0.0%	-6.1%	3.0%	-0.3%	18.1%	-15.5%	-4.7%	1.1	-4.3%	7.7%
Cc1cc2c(cc1C)N(C(=O)CCl)CCN2C(=O)CCl	·	-59.1%[inhibitor]	-0.4%	·	·	·	·	-9.7%	·	-95.4%[inhibitor]	2.6%
COc1cc2c(cc1OC)C(Nc1ccccc1)=NC(C)(C)C2	-0.1%	-12.6%	-0.4%	-0.4%	-0.3%	1.4%	-0.8%	-3.7%	-0.1	-20.5%	-2.5%

(further entries)
Structure	USP2a block	a7 integrin act	TSG101-PTAP inh	ELG1 genotox	B2AR arrestin	Eya2 phos inh	p53 reactivation	uPA generation	TRPV1 ag	BRCA1 expr up	S-ASM inh
CCCOC(=O)c1ccc(Oc2cn[nH]c2-c2ccc(OCC)cc2O)cc1	0.2%	-54.2%[inhibitor]	-9.3%	0.9%	0.0%	-7.9%	-15.3%	7.8%	4.4	-93.7%[inhibitor]	-25.3%
COc1ccc(CC(=O)O/N=C(\N)Cc2ccc(OC)c(OC)c2)cc1	-3.1%	9.1%	2.1%	0.2%	-0.1%	7.5%	0.2%	·	?	-3.3%	3.7%
CN(CC(=O)Nc1ccc(C#N)cc1)CC(=O)Nc1ccc(N2CCOCC2)cc1	-5.3%	18.5%	1.4%	0.8%	-0.1%	0.2%	8.0%	-1.1%	-0.4	-11.4%	2.7%
N#C/C(=C\c1ccc(Oc2ccc(C(F)(F)F)cc2[N+](=O)[O-])cc1)c1nc2ccccc2[nH]1	-0.9%	-6.2%	2.5%	1.9%	-0.7%	-3.5%	2.7%	-0.4%	9.2	-45.6%	13.1%
CNC(=O)c1nc(C)n(-c2ccc([N+](=O)[O-])cc2)n1	0.4%	?	0.7%	-2.0%	0.2%	4.7%	-0.3%	-2.0%	2.9	-1.1%	-2.0%
Cc1cc(C)cc(-n2ncc3c2CCCC3NC(=O)CCN2CCCC2=O)c1 (stereo not given)	-0.5%	-7.2%	-5.6%	0.5%	-0.7%	15.6%	-16.2%	-0.4%	2.8	-29.8%	2.2%

Screening data from PubChem BioAssay.

Random draw from the library; about 2.6% have a hit in one of these screens.
